High-throughput results: PubChem, several laboratories
Thrombin inh – blocks human thrombin protease activity. P00734. alpha-thrombin, Boc-VPR-AMC fluorogenic substrate cleavage. inhibition, % at 5 µM. hit rate 0.26% among 220,000;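 active = inhibition at or above 40%; inactive = inhibition below 40%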;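 note: 0% = enzyme with no compound and 100% = wells without enzyme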
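Material: human alpha-thrombin protein. Incubation: reaction at ambient temperature. Technique: fluorescence of released AMC, ex 355 nm, em 460 nm. Control set: no-compound enzyme wells and no-enzyme blanks. Also added: Boc-VPR-AMC substrate, 15 µM final. Buffer or medium: pH 7.5 Tris (50 mM) with NaCl 150 mM, Tween 20 0.05%.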
Rad51 HR inh – Rad51 (human) homologous recombination inhibition; Q06609; hRad51 DNA strand exchange, fluorescence dequenching; inhibition, % at 10 µM; hit rate 0.085% among 200,000; AID 1385;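 active = inhibition above 40% at the single screening dose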;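 note: 0% = DMSO control wells and 100% = blanks with heterologous ssDNA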
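Test system: preformed human Rad51 ssDNA filaments; also added: Donor/quencher-labelled 47-bp dsDNA substrate; doses: 10 µM final, single point; times: 37 °C 15-min filament assembly, 30-min compound preincubation, 15-min exchange; detection: FRET fluorescence dequenching, excitation 485 nm, emission 520 nm; read-out basis: Fluorescence-based percent inhibition, control- and blank-normalised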
FXIIa inh 1536 – factor XIIa (human) inhibition; purified FXIIa, Boc-QGR-AMC fluorogenic substrate, 2 h; inhibition, % at 5 µM; AID 800; hit rate 0.3% among 220,000; in the data active = inhibition above about 40%;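 note: 0% = enzyme with no compound and 100% = blank without enzyme; many of its hits are not listed in these tables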
Calpain2 inh – calpain II (pig) inhibition. purified calpain II, fluorogenic peptide substrate, 30 min. inhibition, % at 16 µM. AID 1236. hit rate 0.37% among 220,000;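 active = inhibition above about 50%, limit read from the data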
FXIa inh – blocks human coagulation factor XIa protease activity | inhibition, % at 5 µM | hit rate 0.14% among 220,000 | P03951 | purified FXIa, Boc-Glu-Ala-Arg-AMC fluorogenic substrate;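 active = inhibition of at least 40%; inactive = inhibition below 40%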;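 note: fluorescence of freed AMC excited at 355 nm; 0% = enzyme without compound and 100% = no enzyme blank; many of its hits are not listed in these tables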
Furin inh – blocks human furin protease activity; hit rate 0.061% among 220,000; inhibition, % at 30 µM; purified furin, fluorogenic substrate cleavage; in the data active = inhibition above about 25%; note: inactives centre near -15
Target sequence (P09958 108-714 limits assumed): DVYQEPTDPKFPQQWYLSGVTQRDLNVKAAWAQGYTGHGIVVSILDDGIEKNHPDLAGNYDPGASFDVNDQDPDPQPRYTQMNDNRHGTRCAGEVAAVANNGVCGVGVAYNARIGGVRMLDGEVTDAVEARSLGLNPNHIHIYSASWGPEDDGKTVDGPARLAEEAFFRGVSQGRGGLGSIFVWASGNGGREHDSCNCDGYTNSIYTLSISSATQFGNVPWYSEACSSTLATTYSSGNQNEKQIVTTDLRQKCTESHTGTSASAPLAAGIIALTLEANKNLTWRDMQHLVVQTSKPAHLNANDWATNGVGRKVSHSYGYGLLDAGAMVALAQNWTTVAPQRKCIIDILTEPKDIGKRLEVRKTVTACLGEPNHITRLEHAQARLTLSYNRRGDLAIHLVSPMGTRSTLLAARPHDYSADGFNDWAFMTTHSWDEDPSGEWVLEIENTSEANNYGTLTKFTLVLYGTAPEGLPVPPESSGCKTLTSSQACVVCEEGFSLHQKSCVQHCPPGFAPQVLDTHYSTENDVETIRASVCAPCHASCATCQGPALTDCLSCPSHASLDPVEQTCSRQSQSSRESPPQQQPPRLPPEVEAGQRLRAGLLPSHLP
KLK5 inh – kallikrein 5 (human) inhibition; Q9Y337; recombinant hK5, fluorogenic AMC substrate cleavage; inhibition, % at 5 µM; hit rate 0.59% among 210,000; AID 873;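 active = inhibition of 40% or more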;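 note: 0% = enzyme controls without compound and 100% = no-enzyme blanks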
Target sequence (Q9Y337 67-293 limits assumed): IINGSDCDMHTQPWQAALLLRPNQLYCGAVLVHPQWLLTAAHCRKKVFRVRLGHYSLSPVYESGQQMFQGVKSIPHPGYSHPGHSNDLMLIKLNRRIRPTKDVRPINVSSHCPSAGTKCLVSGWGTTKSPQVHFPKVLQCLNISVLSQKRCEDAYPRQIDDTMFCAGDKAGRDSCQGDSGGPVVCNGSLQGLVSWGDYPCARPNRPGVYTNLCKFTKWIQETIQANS
KCC2 mod – modulates chloride dependent transport by human KCC2; AID 1456; KCC2 cells, thallium flux FluoZin-2 fluorescence; hit rate 2.2% among 190,000; B-score of Tl+ flux slope (higher = more flux/activation; lower = inhibition) at 10 µM; Q9H2X9;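 active = thallium flux slope and its plate-corrected score both differing from the plate sample mean at a set confidence after two filtering rounds, in either direction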;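 note: slope of fluorescence scaled to starting intensity during 10 to 20 s after thallium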
PERK inhibitor – blocks human PERK kinase. Q9NZJ5. CHO PERK-DD fusion, SEAP luminescence translation reporter. inhibition, % at 5.6 µM. hit rate 0.17% among 220,000. AID 1416;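 active = inhibition above the mean inhibition of all tested compounds plus 3 SD, set separately per screening campaign, cut at about 2.9% in these data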;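 note: PERK kinase domain activated by AP20187 dimerizer at 100 nM; 0% = DMSO with dimerizer and 100% = rapamycin at 8.4 µM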
The depositor's hits bear a star; i = inactive; . = no result given; [ ] = another dose, or the depositor's remark. The list is partial, so the mix of outcomes need not match the whole.

SMILES	Thrombin inh	Rad51 HR inh	FXIIa inh 1536	Calpain2 inh	FXIa inh	Furin inh	KLK5 inh	KCC2 mod	PERK inhibitor
COc1nc2ccccc2c(=O)n1-c1ccc(Cl)cc1	1	-1	8	11	6	-26	-19	-1.5	0.5
OC12CCCCC1C(c1ccccc1)NCC2 (stereo not given)	0	3	9	17	3	-18	-14	1.2	0.5
Cc1cc(/C=C2\C(=O)NC(=O)N(c3cccc(F)c3)C2=O)c(C)n1-c1cc(C(=O)O)cc(C(=O)O)c1	-7	0	4	-6	-1	3	-2	0.62	0.9
O=Cc1cn(Cc2ccc(F)cc2Cl)c2ccccc12	0	1	21	-6	26	-3	-3	-0.9	-0.8
CNS(=O)(=O)c1ccc(N=Cc2c(O)n(-c3ccc(C)cc3)c(=O)[nH]c2=O)cc1	0	-16	8	-11	3	-8	1	.	1.5
O=[N+]([O-])c1ccc(N2CCOCC2)c2ccncc12	-7	13	5	-3	-3	3	-6	-0.073	0.6
CCn1c(O)c(C=Nc2ccc(N3CCOCC3)c(Br)c2)c(=O)n(CC)c1=S	-6	.	-1	11	-7	-14	8	i	2.0
CNC(=O)Oc1ccc(-c2cn3cc(C)ccc3n2)cc1	-5	0	-1	-69	7	-4	-11	-2.3	0.5
COc1ccccc1NC1(C#N)CCCCC1	-3	-5	10	-18	-2	-29	2	1.1	0.5
CC(C(=O)Nc1ccc(Br)cc1C(=O)c1ccccc1)N1CCOCC1 (stereo not given)	4	2	12	17	-2	-16[20 µM]	-16	0.26	-0.5
COc1ccc(/C=C2/C(=O)N(Cc3ccco3)C(=O)N(C(C)C)C2=O)cc1	-2	.	12	-59	8	-16	-39	-0.022	1.7
O=C(NCC(c1cccnc1)N1CCN(c2ccc(F)cc2)CC1)Oc1ccccc1 (stereo not given)	1	0	13	-16	6	-14[20 µM]	-7	0.92	-0.5
Cc1cc(N2C(=O)C3CCCN3C2c2ccc(Cl)c(Cl)c2)no1 (stereo not given)	-2	1	6	-40	-2	-7	-11	-1.1	0.9
CC/C(=N\NC(=S)Nc1ccccc1)c1c(O)[nH]c(=O)[nH]c1=O	0	-12	6	-6	3	-11	0	-0.18	0.9
O=C1NC(=O)C2(Cc3ccccc3N3CCOCC32)C(=O)N1c1ccccc1 (stereo not given)	1	6	24	-6	10	-23[20 µM]	-9	.	-2.5
COP(=O)(OC)Oc1ccc(C(O)C(Cl)(Cl)Cl)cc1 (stereo not given)	0	.	6	13	1	-10	-1	-0.21	2.6
CCc1ccc(N2C(=O)NC(=O)/C(=C\C=C\c3ccco3)C2=O)cc1	0	-52	8	2	3	-27	7	0.36	0.9
CCCCn1c(O)c(C(C)=Nc2cccc(C(=O)O)c2)c(=O)[nH]c1=O	22	-36	38	3	11	-7[20 µM]	26	0.0054	0.7
Cc1ccc2c(c1)C1CN(C)CCC1N2C(=O)CCCN1C(=O)c2cccc3cccc(c23)C1=O (stereo not given)	12	1	14	20	6	2	4	-1.4	-1.2
COc1cccc(CN2CCN(C(=O)COc3ccc4ccccc4c3)CC2)c1	1	15	1	10	-4	-25	3	-1.4	0.5
CCNc1nc2[nH]c(=O)c3c(c2s1)OC(N)=C(C#N)C3c1cccs1 (stereo not given)	-5	.	17	-9	0	-10[20 µM]	-6	1.4	1.4
COc1ccc(C(=O)C(C)(C)NO)cc1	15	8	15	-34	20	-17[20 µM]	-30	1.1	0.1
O=C1NC(=O)N(c2ccccc2)C(=O)/C1=C/c1coc2ccc(O)cc2c1=O	-5	-21	-1	-17	-5	-16	-8	-4.8*	0.8
CNCCc1c[nH]c2ccccc12	-9	-2	3	-11	-7	-19	-2	0.56	1.4
CCOC(=O)C1CN(C)CCC1=O (stereo not given)	0	5	17	7	2	-6	-24	0.41	-0.1
O=C1CCCC2C3CCCN4CCCC(CN12)C34 (stereo not given)	-1	0	11	11	4	-24	-4	-0.41	1.6
COc1ccc(-c2nc3ccccc3n2OC(=O)N(C)C)cc1	1	1	-12	23	6	-23[20 µM]	-12	1	-0.4
CCc1c(C)nc(N)nc1N1N=C1SCC(=O)OC	0	6	-10	5	-9	-28	-28	0.88	0.7
Cc1ccccc1-n1c(C)cc(/C=C2/C(=O)NC(=O)N(Cc3ccco3)C2=O)c1C	27	-3	19	13	12	-11	15	-0.0048	0.4
COc1c(C)cc(C(=O)C2CCCN(Cc3ccccn3)C2)cc1C (stereo not given)	-14	-4	4	38	-2	-9	1	0.075	-0.5
Cc1ccc(N2CCN(CCc3ccccc3)CC2)cc1	-4	-6	-2	15	-11	-15[20 µM]	-12	-3.1	-1.0
C[C@@]1([C@@H](NP(=O)(c2ccccc2)c2ccccc2)c2ccccc2)C[C@H]1CCO	2	-8	18	-14	4	-19	-9	-0.61	-0.4
CCOP(=O)(OCC)C1(O)C(=O)Nc2ccc(Br)cc21 (stereo not given)	0	20	11	15	21	-23	-11	-0.55	1.0
Cc1[nH]c2ccccc2c1C1=CCNCC1	-4	-3	6	28	0	-20	-5	0.4	0.1
CC(=O)Nc1ccc(C2CN(C)CC2C(=O)c2ccc(Cl)cc2)cc1 (stereo not given)	0	3	4	-14	-3	-15	-16	0.11	1.3
CCCCNc1ccncc1S(=O)(=O)NC(=O)NC(C)C	-1	6	10	-18	4	-25[20 µM]	-14	0.59	1.0
Nc1nonc1OCCCCOc1nonc1N	-11	2	.	-9	-9	-23	-6	0.54	-0.2
COc1ccc(S(=O)(=O)NC(CC(=O)N2CCC3(CC2)OCCO3)C(C)C)cc1 (stereo not given)	-4	3	1	28	-2	-30[20 µM]	-9	.	-0.5
CCCCC1(CCCC)C(=O)NC(=Nc2cccc(C)c2)NC1=O	-2	-2	-11	21	-9	-5[20 µM]	-1	-2.6	0.7
Cc1ccc(-c2nc3ccccc3c(=O)n2-c2cccnc2)cc1	-4	3	16	-2	11	-6	-14	-1	-0.2
CCOP(=O)(OCC)C(NC(=O)c1ccc(OC)cc1)C(Cl)(Cl)Cl (stereo not given)	2	13	7	-3	13	-25	3	1.4	0.7
Cc1ccc(NC(=O)CN2C(=O)CN=C(c3ccccc3)c3cc(Cl)ccc32)cc1	-1	3	-10	-74	-1	-35	-1	-0.96	0.8
COC(=O)c1ccc(NC(=O)CSc2nc3ccc(N4C(=O)C5C6C=CC(C6)C5C4=O)cc3s2)cc1 (stereo not given)	-10	3	0	-29	-2	-12	6	0.011	-0.4
COc1ccccc1-n1c(O)c(C=NC2CC2)c(=O)[nH]c1=O	-8	-1	6	-3	-7	-13[20 µM]	6	0.52	0.3
O=c1[nH]c(=O)n(Cc2ccccc2)c(O)c1C=NCCCn1ccnc1	-5	-17	14	-20	-9	-23	-19	.	-0.4

Some values from the results shown:
Reading for COc1ccccc1-n1c(O)c(C=NC2CC2)c(=O)[nH]c1=O under Furin inh: -13[20 µM]
Reading for CCCCC1(CCCC)C(=O)NC(=Nc2cccc(C)c2)NC1=O under Calpain2 inh: 21
Reading for Cc1[nH]c2ccccc2c1C1=CCNCC1 under FXIa inh: 0

3 of the compounds above, with bars between the fields:
Structure | Thrombin inh | Rad51 HR inh | FXIIa inh 1536 | Calpain2 inh | FXIa inh | Furin inh | KLK5 inh | KCC2 mod | PERK inhibitor
Cc1[nH]c2ccccc2c1C1=CCNCC1 | -4 | -3 | 6 | 28 | 0 | -20 | -5 | 0.4 | 0.1
CC(=O)Nc1ccc(C2CN(C)CC2C(=O)c2ccc(Cl)cc2)cc1 (stereo not given) | 0 | 3 | 4 | -14 | -3 | -15 | -16 | 0.11 | 1.3
CCCCNc1ccncc1S(=O)(=O)NC(=O)NC(C)C | -1 | 6 | 10 | -18 | 4 | -25[20 µM] | -14 | 0.59 | 1.0

Later entries
SMILES	Thrombin inh	Rad51 HR inh	FXIIa inh 1536	Calpain2 inh	FXIa inh	Furin inh	KLK5 inh	KCC2 mod	PERK inhibitor
O=C1NC(=O)C(CCc2ccncc2)(CCc2ccncc2)C(=O)N1CCc1ccccc1	-2	.	8	27	0	-19	.	-0.66	0.8
COc1ccc(C2C(C(=O)N3CCC4(CC3)OCCO4)c3cc(OC)c(OC)cc3C(=O)N2C)cc1 (stereo not given)	0	-2	11	-32	17	-3	33	1.1	-0.1
O=C(c1cccc2ccccc12)C1CCCN(Cc2ccon2)C1 (stereo not given)	-4	3	5	-4	-1	-24	3	-0.24	1.3
Cn1c(O)c(C=NCCCN2CCCC2=O)c(=O)n(C)c1=O	-9	-6	17	-40	2	-20	-20	.	0.3
CC1(C)CN=C(Nc2ccc(F)c(Cl)c2)S1	-1	9	8	-19	1	-10	-1	.	-0.5
CCNCCNc1ccc([N+](=O)[O-])c2cccnc12	-7	24	1	9	0	4	-3	.	0.0
CC(Cc1ccccc1)NCc1ccccc1O (stereo not given)	-7	2	-3	-10	-3	2	-9	0.61	0.1
COc1ccc(NC2(C#N)CCCCC2)cc1	-13	8	3	-23	-2	-31	-1	0.018	0.8
CC(=O)Nc1cc(C(=O)N2CCC3(CC2)OCCO3)ccc1Sc1ccc(C)cc1	1	0	11	12	2	-31[20 µM]	-12	-1.3	-1.2
N#CC(C#N)=Cc1ccc(N2CCCC2)cc1	2	-14	7	-34	-5	-9	-9	-0.75	1.4
CCC(N)Cc1c[nH]c2ccccc12 (stereo not given)	-1	5	5	-22	-2	-22	-4	-0.96	1.0
O=C(COC(=O)Cc1ccccc1)Nc1cc(S(=O)(=O)N2CCOCC2)ccc1N1CCCC1	0	-1	14	1	3	-8	-27	-0.71	0.6
CCCN1C2CCCC1CC(NC(C)=O)C2 (stereo not given)	-3	7	14	0	2	-22	6	.	-0.5
Cn1c(O)c(/C=C/C=Nc2ccccc2)c(=O)n(C)c1=O	6	-145	2	2	4	9	-1	-1.5	0.3
OCCOCC#CCN1CCOCC1	-6	.	15	-34	3	-11[20 µM]	-14	2.3	1.5
O=C(Cc1ccc(Cl)c(Cl)c1)NCC1(N2CCOCC2)CCCCC1	-9	20	8	5	0	-13	-2	-0.043	0.8
Nc1ccc(C2(c3ccc(N)cc3)c3ccccc3-c3ccccc32)cc1	-8	.	-1	24	-9	-10	-17	-0.034	-0.2
Cc1ccc(N)c(C(=O)c2ccccc2)c1	3	-2	18	24	4	-15[20 µM]	20	0.0023	0.4
COCCNC(=O)c1ccc(N2CC3CC(C2)c2cccc(=O)n2C3)c([N+](=O)[O-])c1 (stereo not given)	-5	4	9	-18	-1	-31	-2	-0.49	0.9
Cn1c(=O)n(C)c2cc([N+](=O)[O-])c(N3CCNCC3)cc21	-1	0	4	-14	-1	-10	-20	-0.42	-0.8
CN(C)CCN=Cc1c(O)n(Cc2ccc3c(c2)OCO3)c(=S)[nH]c1=O	-7	9	-2	4	-6	0	-7	0.29	-0.1
O=C1c2ccccc2C2(c3ccc(Cl)cc3)NCCN12 (stereo not given)	0	.	11	2	-2	-24	8	0.97	0.6
COc1cccc(-n2c(O)c(C=NCCN3CCOCC3)c(=O)[nH]c2=O)c1	0	2	19	-7	1	-10	-10	1.1	1.1
CSc1nnc(OC(=O)N(C)C)n1-c1ccc(Cl)cc1	-5	1	-2	1	-2	-14	1	0.27	1.9
CCOC(=O)C1CCN(/C=C2/C(=O)NC(=O)N(Cc3ccco3)C2=O)CC1	-6	-4	-11	2	-8	-3	-1	0.051	1.2
Cc1cc(N2CCOCC2)nc2ccc(NC(=O)CCC(=O)N3CCC4(CC3)OCCO4)cc12	4	.	-9	-397	-6	-20	-49	0.69	0.0
